# Screens deposited in PubChem by several laboratories.
# CendR NRP1 mod: NRP-1/CendR interaction modulation. O14786. FAM-RPARPAR peptide binding to NRP-1, fluorescence polarization. inhibition, % at 25 µM. 360,000 tested, 0.85% active;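 active = inhibition or corrected inhibition above about 18%, plus a signal ratio from 0.5 to 1.5, limit read from the data, passing the limit was not always enough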; also: strong numbers were not always called active
# LMPTP inh: LMPTP (human) inhibition. P24666. recombinant LMPTP-A, OMFP fluorogenic substrate, fluorescence intensity. inhibition, % at 20 µM. 360,000 tested, 0.22% active;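 active = compounds that cut the enzyme signal by at least half of the control window in the single-dose screen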;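 also: plate controls were DMSO wells with enzyme plus substrate for no effect and substrate without enzyme for full effect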
#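 material = LMPTP-A | quantity = 0.625 nM enzyme | reagent = OMFP substrate, 400 µM final | buffer or medium = Bis-Tris pH 6.0, DTT, detergent | detection = endpoint fluorescence intensity from OMFP dephosphorylation | dosing = single 20 µM dose | read-out basis = % inhibition relative to no-enzyme and uninhibited control wells | control set = no-enzyme and uninhibited controls | timing = 50 min at room temperature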
# SKN-1 block: C. elegans SKN-1 inhibition. C. elegans VP596 Pgst-4::GFP/RFP ratio, acrylamide-induced, 24 h. inhibition, % at 21.8 µM. 360,000 tested, 0.49% active;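 active = interference check ratio from 0.5 to 1.5 plus GFP to RFP signal ratio inhibition reaching or exceeding a fixed threshold, cut at about 30% in these data, passing the limit was not always enough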; also: some compounds called inactive have numbers as strong as hits
# Scp1 inh: Scp-1 (human) phosphatase inhibition | Q9GZU7 | Recombinant Scp1, phosphopeptide, malachite green phosphate absorbance | inhibition, % at 20 µM | 340,000 tested, 0.88% active | AID 493091;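 active = inhibition above about 50% at 20 µM, limit read from the data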;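 also: plate controls were DMSO wells with enzyme for no effect and wells lacking enzyme for full effect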
#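 Times: enzyme reaction 45 min at room temperature, colour 5 min, stabilisation 30 min. Material: SCP-1 catalytic fragment, aa 76-261. Medium: Acidic Tris acetate buffer with magnesium and detergent. Signal: colorimetric free-phosphate detection, absorbance 630 nm. Read-out basis: % inhibition of SCP-1 phosphate liberation. Reagent: Phosphorylated 17-residue peptide substrate.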
# Neddylation inh: blocks human cullin neddylation. P61081+Q13564. TR-FRET cullin neddylation, biochemical. calls only at 25 µM. 360,000 tested, 0.58% active. AID 651699; in the data active = inhibition above about 36%
# DNMT1 block: DNMT1 (human) enzyme inhibition; DNMT1 molecular beacon, Hinp1I cleavage, fluorescence; 360,000 tested, 0.83% active; P26358; inhibition (reported as % activation of signal), % at 10 µM; in the data active = inhibition above about 50%
# Target sequence (P26358 504-1616 limits assumed): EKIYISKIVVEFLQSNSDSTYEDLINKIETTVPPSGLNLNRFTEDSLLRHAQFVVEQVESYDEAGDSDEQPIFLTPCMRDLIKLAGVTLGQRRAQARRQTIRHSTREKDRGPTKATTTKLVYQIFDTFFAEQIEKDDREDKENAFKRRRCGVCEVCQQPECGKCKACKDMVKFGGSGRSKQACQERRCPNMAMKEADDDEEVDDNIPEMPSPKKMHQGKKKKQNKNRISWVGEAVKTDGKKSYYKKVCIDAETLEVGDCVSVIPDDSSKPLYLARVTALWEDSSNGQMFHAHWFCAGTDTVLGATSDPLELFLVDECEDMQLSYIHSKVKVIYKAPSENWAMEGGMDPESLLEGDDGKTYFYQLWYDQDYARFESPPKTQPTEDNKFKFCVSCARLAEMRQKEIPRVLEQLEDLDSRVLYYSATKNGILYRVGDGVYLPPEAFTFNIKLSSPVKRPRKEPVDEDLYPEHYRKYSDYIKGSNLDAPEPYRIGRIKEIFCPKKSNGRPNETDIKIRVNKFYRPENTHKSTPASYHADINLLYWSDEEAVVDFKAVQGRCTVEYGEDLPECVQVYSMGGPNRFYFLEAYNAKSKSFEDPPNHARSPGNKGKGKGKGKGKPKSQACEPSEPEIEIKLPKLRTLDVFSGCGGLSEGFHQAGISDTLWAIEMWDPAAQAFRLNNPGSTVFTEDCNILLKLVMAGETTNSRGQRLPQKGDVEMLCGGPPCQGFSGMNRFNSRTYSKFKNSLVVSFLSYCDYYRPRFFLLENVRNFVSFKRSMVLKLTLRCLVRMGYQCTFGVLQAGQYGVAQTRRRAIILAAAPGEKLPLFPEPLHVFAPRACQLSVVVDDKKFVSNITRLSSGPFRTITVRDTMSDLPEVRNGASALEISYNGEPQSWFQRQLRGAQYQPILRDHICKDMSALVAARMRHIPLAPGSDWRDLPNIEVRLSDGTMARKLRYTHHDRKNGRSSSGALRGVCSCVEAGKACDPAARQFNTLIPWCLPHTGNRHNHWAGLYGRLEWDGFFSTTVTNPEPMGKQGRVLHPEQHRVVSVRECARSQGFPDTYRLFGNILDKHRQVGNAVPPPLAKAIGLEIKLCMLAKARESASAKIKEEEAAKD
# STEP inh: STEP (human) phosphatase inhibition | recombinant STEP, OMFP fluorogenic substrate, fluorescence | inhibition, % at 20 µM | 360,000 tested, 0.25% active;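 active = inhibition at 20 µM, scaled per plate between control wells, above about 37%, limit read from the data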;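 also: 0% = DMSO with enzyme and substrate and 100% = substrate only without enzyme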
#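 System: isolated STEP enzyme; schedule: 20 min enzyme reaction at room temperature, protected from light; medium: Bis-Tris buffer pH 6.0, 2.5 mM DTT, 0.005% Tween 20; signal: fluorescence, 480/540 nm; dosing: single compound dose of 20 µM, 1% DMSO final; also added: OMFP substrate, 25 µM final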
# Tb MetRS inh: Trypanosoma brucei MetRS inhibition | inhibition, % at 11.9 µM | 360,000 tested, 0.4% active | AID 624268 | purified T. brucei MetRS, ATP depletion, Kinase-Glo luminescence;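 active = inhibition above a per-plate cutoff of the control wells' mean inhibition plus 3 SD, cut at about 5.5% in these data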;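 also: 0% = DMSO wells median and 100% = median of wells with control inhibitor compound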
#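 Test system: purified T. brucei MetRS enzyme. Also added: ATP, methionine and E. coli bulk tRNA substrates. Compound: 11.9 µM single point. Schedule: 15 min enzyme-compound preincubation, 2 h reaction, 10 min detection, 25 °C. Signal: luciferase luminescence of residual ATP, Kinase-Glo. Evaluation: percent inhibition versus plate control medians. Controls: DMSO wells, low control.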
# NadD inh: inhibitors of Staphylococcus aureus NadD. purified NadD enzyme, colorimetric absorbance read-out. inhibition, % at 20 µM. 360,000 tested, 0.78% active. AID 602399; in the data active = inhibition above about 26%; also: some compounds past the cut are filed as inactive
# SUMO1-SIM PPI: alters human SUMO1 binding to SIM partners. P63165. SUMO1 binding to a labelled peptide, TR-FRET, 1 h. inhibition, % at 20 µM. 360,000 tested, 0.33% active. AID 602429; in the data active = inhibition above about 37%
# An asterisk follows results filed as active; i = inactive; nt = not tested or not shown; + = active, no number.
# Below each compound – Tb MetRS inh	DNMT1 block	CendR NRP1 mod	LMPTP inh	SUMO1-SIM PPI	Scp1 inh	SKN-1 block	Neddylation inh	NadD inh	STEP inh
Oc1ccc(/C=N/N=C/c2ccc(O)cc2)cc1
→ -0.4	-5	-2	-0.1	-12	-4	3	i	-4	-2
O=Cc1cc(N=Nc2ccc(S(=O)(=O)O)cc2)ccc1O
→ 0.7	0	-12	-1.2	-18	-4	-5	i	-1	6
COc1ccccc1CNC(=O)c1cc(C)nn1-c1ccccc1
→ -0.3	2	-5	0.4	4	-11	1	i	2	-1
COC(=O)Cc1ccc(NC(=S)NCCC(C)C)cc1
→ -0.2	-1	-8	0.2	0	1	9	i	1	0
COc1cccc(-c2csc(N3CCN(C(=S)Nc4cccc(C)c4)CC3)n2)c1
→ 0.0	-12	-12	1.0	-1	2	-7	i	10	-1
COC(=O)c1cccc(NC(=S)Nc2cc(Cl)ccc2OC)c1
→ -0.3	0	-8	0.2	1	-6	-3	i	4	4
Cc1ccc(C)c(S(=O)(=O)Nc2ccc(C(=O)NCC(c3ccco3)N(C)C)cc2)c1 (stereo unspecified)
→ 0.0	5	-10	-0.4	28	-1	10	i	-6	-2
Cc1ccc(O)c(NC(=O)C2=CC(c3ccco3)=NS(=O)(=O)N2C)c1
→ 0.8	0	10	-0.2	-21	-10	7	i	-1	0
Clc1ccc(OCc2nnc3n2N=C(c2ccc4c(c2)OCCO4)CS3)c(Cl)c1
→ -0.2	-18	14	7.1	-2	-11	3	i	9	1
CCC1C/C(=C\c2cccnc2)C(=O)/C(=C/c2cccnc2)C1 (stereo unspecified)
→ 0.1	32	-2	0.8	-11	-7	-3	i	-6	-1
c1ccc(C(c2nnnn2C2CCCC2)N2CCN(c3nc4ccccc4s3)CC2)cc1 (stereo unspecified)
→ -0.8	-8	-17	2.8	0	6	-8	i	16	4
CC1(C(=O)NS(=O)(=O)C2CC2)CCN(C(=O)C2(c3ccc(Cl)cc3)CCCC2)C1 (stereo unspecified)
→ 0.0	-4	4	-2.8	7	nt	-1	i	-7	-4
Cc1ccc(C)c(S(=O)(=O)N2CCN(C(=O)c3cncc(Br)c3)CC2)c1
→ 0.8	1	-4	-0.8	5	-5	11	i	1	1
CC(C)C[C@@]12C(=O)N(c3cccc(F)c3)C(=O)N1[C@H](c1ccc(Cl)cc1)[C@@H]1C(=O)N(C3CCCCC3)C(=O)[C@@H]12
→ -0.4	-4	5	-1.1	2	-9	8	i	12	-2
COC(=O)C1CSC(c2ccc(Cl)cc2)N1C(=O)c1ccccc1 (stereo unspecified)
→ -0.4	-1	-5	0.3	-5	-11	10	i	-5	-1
Cn1c(=O)c2c(nc(SCCCO)n2Cc2ccccc2Cl)n(C)c1=O
→ -1.0	-1	0	-1.6	1	-8	-1	i	-5	-3
CC(=O)c1cc2c(cc1NC(=O)C1CC1)OCO2
→ -0.6	-2	20	0.7	-9	-2	-12	i	5	0
OC(CN1CCOCC1)CN1CCOCC1
→ -0.3	5	-16	-2.8	1	-4	0	i	-1	-2
CC1(C)Oc2ccc3ccc(=O)oc3c2-c2cnoc21
→ -0.9	0	-30	-1.7	-1	31	3	i	18	1
COc1cccc(NC(=O)CN2C(=O)NC(Cc3c[nH]c4ccccc34)C2=O)c1 (stereo unspecified)
→ -0.3	-14	-3	2.0	-3	-4	2	i	0	4
COc1ccc(OC)c(C(=O)CSc2nccc(-c3ccc(Br)cc3)n2)c1
→ 0.2	-1	3	3.4	-2	-8	10	i	-2	5
COc1cc(OC)cc(-c2oc(=O)c3cc(OC)c(OC)cc3c2C#CCCO)c1
→ -0.3	1	-7	-0.9	-30	-6	10	i	-13	2
O=C(O/N=C/c1ccc(Br)cc1)c1ccc(F)cc1
→ -0.4	4	6	0.2	2	4	14	i	-4	2
Oc1cc(Br)ccc1C=Nc1ccc(N2CCCCC2)cc1
→ -0.3	1	-40	1.9	2	-13	6	i	2	8
COC(=O)Cc1[nH]nc2c1C(c1c[nH]c3ccccc13)C(C#N)=C(N)O2 (stereo unspecified)
→ -0.3	-9	2	-2.9	-7	-2	-24	i	1	-1
CSc1ccccc1-c1nnc(-c2ccc(Cl)cc2)o1
→ -0.6	-5	-9	3.5	5	-13	31	i	0	1
C[C@@H](C(=O)Nc1ccccc1N1CCOCC1)N1C(=O)C2CCCCC2C1=O (stereo partly specified)
→ 0.1	1	3	-0.2	-1	2	8	i	3	-3
CCCN(Cc1ccccc1)C(=O)Nc1ccc2c(c1)nnn2C
→ 0.1	0	19	0.2	0	6	14	i	-3	0
Cn1cnc(S(=O)(=O)Nc2ccc(OC(F)F)cc2)c1
→ -0.3	0	-4	-1.1	1	-5	-2	+	-7	-1
CN(C(=O)CCN1C(=O)/C(=C/c2ccc(F)cc2)SC1=S)C1CCS(=O)(=O)C1 (stereo unspecified)
→ -0.4	-7	3	0.1	-40	nt	8	i	-1	0
CCSc1nc(C2CC2)cc(-c2ccco2)c1C#N
→ -1.4	21	-24	3.1	5	-10	0	i	20	0
O=C(N=C1SC2CS(=O)(=O)CC2N1Cc1ccccc1Cl)C1CCCO1 (stereo unspecified)
→ -0.8	0	6	-1.9	2	9	12	i	2	-1
CCOC(=O)C1(CCc2ccccc2)CCN(Cc2ccc(OC)cc2)CC1
→ -0.2	1	1	0.0	3	-10	-7	i	-12	-4
Cc1ccc(C(=O)Nc2ccc(Cl)cc2C(F)(F)F)c(Cl)c1
→ 0.2	-3	12	0.2	1	-5	7	i	-6	1
Cc1ccc(-c2nc(NC(=O)CSc3nnc4scc(-c5ccccc5)n34)ns2)cc1
→ 0.0	32	1	13	-4	64*	-1	i	13	1
CSc1nnc(SCC#N)s1
→ 0.9	1	8	-0.6	3	-7	-15	i	-7	2
CC1(C)C2CCC1(CS(=O)(=O)N1CCC(C(N)=O)CC1)C(=O)C2 (stereo unspecified)
→ -0.1	2	-13	0.3	-1	12	9	i	3	1
CC(Cc1cccnc1)NC(=O)c1cc(COc2ccc(F)cc2Cl)on1 (stereo unspecified)
→ 0.1	0	13	0.3	13	-2	4	i	2	-2
Cc1ccc(N2C(=O)C3C4C=CC(CC4)C3C2=O)c([N+](=O)[O-])c1 (stereo unspecified)
→ -0.1	-3	-10	-0.2	-10	-4	0	i	-4	-2
COc1ccc(C)cc1NCc1cccc(OC)c1OC
→ -0.4	-4	0	-1.3	-1	-8	17	i	-6	0
COc1ccc2c(c1)Sc1ccccc1N2CCN(C)C
→ -0.3	-1	8	-0.3	-3	-4	7	i	-3	-1
CCSC(C)CC1C/C(=N/O)c2c(CC)noc2C1 (stereo unspecified)
→ -0.8	7	-5	1.7	-1	-8	9	i	3	-2
COc1ccc(OC)c(-n2nnnc2SCC(=O)Nc2ccccc2OC)c1
→ 0.1	-7	-8	0.1	-1	-4	2	i	-2	2
O=C(O)CC(SCC(=O)NC1CCCc2ccccc21)C(=O)O (stereo unspecified)
→ -0.2	-1	-2	-2.3	-1	4	3	i	-4	-3
CCOc1ccc(N=C2C(=O)Nc3ccc(C)c(Br)c32)cc1
→ -0.2	-2	-1	2.1	-16	-9	15	i	-3	4
Cn1c(/C=N/Nc2nc3ccccc3[nH]2)nc2ccccc21
→ 0.5	4	-11	1.0	-10	-7	13	i	7	-1
CCN1/C(=C2/SC(=S)NC2=O)Sc2ccccc21
→ -0.8	-1	0	-0.8	5	-2	2	i	-3	1
Cc1cc2c3c(c1)C(C)CC(C)(C)N3C(=O)C2=C(C#N)C#N (stereo unspecified)
→ 0.8	-9	7	-0.1	-2	-4	15	i	-8	-1
CCC(CN(C)C)Oc1cc(NCc2ccccc2)c2ncn(C(C)C)c2c1 (stereo unspecified)
→ 0.1	61*	10	4.9	5	2	10	i	-5	-2
CC1CC(=O)Nc2ccccc2N1C(=O)CSc1nnnn1C (stereo unspecified)
→ 0.4	0	11	-1.3	2	-10	7	i	-1	-1
O=c1ccc(-c2ccc([N+](=O)[O-])cc2)nn1-c1ccccc1
→ -0.2	-2	10	-0.2	-25	-5	8	i	-4	-3
Cc1cc(NN)nc(Cc2ccccc2)n1
→ -0.5	0	-2	-1.6	0	-9	0	i	-5	1
CCn1c(SCC(=O)Nc2cc(C)on2)nnc1-c1ccc(S(=O)(=O)N2CCN(C)CC2)cc1
→ -0.8	0	-6	-0.4	0	-7	9	i	-5	4
c1ccc(C2C/C(=N\N3CCOCC3)c3ccccc3O2)cc1 (stereo unspecified)
→ 0.2	1	-11	0.0	0	-1	5	i	-6	1
Cc1cc(C(F)(F)F)n2ncc(C(=O)O)c2n1
→ -0.4	1	-8	-0.5	-4	-7	13	i	1	-2
CCOc1ccc(NC(=O)C2CCCN(C(=O)Nc3ccccc3)C2)cc1 (stereo unspecified)
→ -0.6	3	-10	-0.6	0	-5	1	i	-6	0
Cc1ccc(Oc2ccc(OCC(=O)NC(C)C(=O)O)cc2)cc1 (stereo unspecified)
→ -0.2	0	0	-1.3	6	-17	10	i	1	0
CC(C)n1c(Oc2ccc(F)cc2)nc2c1c(=O)n(C)c(=O)n2C
→ 0.3	2	-1	-1.7	2	-9	6	i	-10	1
CNC(=O)C(=O)NCCC1CCCCN1S(=O)(=O)c1cccs1 (stereo unspecified)
→ -0.5	8	6	2.3	-1	5	2	i	-4	-2
